Screens as filed in PubChem BioAssay.
aSyn tox rescue: inhibitors of alpha-synuclein toxicity in yeast; S. cerevisiae alpha-synuclein toxicity rescue, BacTiter-Glo growth, 24 h; Potency, µM (highest dose often 46.1 µM), for the others: at the highest dose growth rescue (activation), hits mostly activators; AID 1347070; hit rate 0.02% among 94,000; active means well fitted activation curve with a large enough effect; further: 0% is about no effect
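Growth restoration measured by BacTiter-Glo luminescence after 24 hr at 30 deg C; alpha-synuclein yeast, raffinose-pregrown to mid-log, were added at OD600=0.02 in galactose medium onto pinned compounds.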
The depositor's hits bear a star. Potency means the concentration at half of the fitted maximal effect. These rows are one share of the data, so the mix of outcomes need not match the whole.

Molecule | aSyn tox rescue
O=C(CSc1nnnn1C1CCCCC1)Nc1nc2c(s1)CCCC2 | 21%
Cc1cccc(-c2noc(CSc3nc(-c4ccc(F)cc4)cc(=O)[nH]3)n2)c1 | -9%
Cc1ccc(NC(=O)Nc2ccc3snnc3c2)cc1C | 4%
CC(Oc1ccc(Br)cc1)C(=O)Nc1ccc(N2CCOCC2)cc1N1CCOCC1 (configuration not stated) | 5%
Cc1ccc(C)c(NC(=O)Cn2c(=O)n(-c3ccc(CC(=O)NCC4CCCO4)cc3)c(=O)c3ccccc32)c1 (configuration not stated) | 1%
O=C(c1ccccc1)N1CCCCC1CCN1CCCCC1 (configuration not stated) | 7%
Cc1ccc(C(=O)CSc2ccc(-c3ccncc3)nn2)cc1 | 7%
O=C(NCc1ccco1)c1ccc2ccccc2n1 | -11%
COc1ccccc1-c1cc(C(F)(F)F)nc(S(=O)(=O)CCCC(=O)Nc2cc(C)ccc2O)n1 | -7%
CCCCCn1c(CNC(=O)CCC)nc2ccccc21 | -3%
O=C(CCc1nnc(CCCCc2ccccc2)o1)N1CCN(CCO)CC1 | -4%
O=C(NCc1ccc(Cl)cc1)c1cnc2sc(N3CCOCC3)nn2c1=O | -5%
COCCNc1nnc(SCC(=O)c2cc(C)n(C3CC3)c2C)s1 | 3%
O=C(CNc1n[nH]c(=O)[nH]c1=O)N/N=C/C=C/c1ccccc1 | -3%
CCCCSc1ncnc2[nH]ncc12 | -10%
CCCOc1ccc(NC(=O)CC2C(=O)N(Cc3ccccc3)C(=S)N2Cc2cccs2)cc1 (configuration not stated) | -25%
CCC(CC)c1nnc(NC(=O)C2=COCCO2)s1 | 3%
CCOCc1nnc(NC(=O)c2cc(C(=O)OC)cc([N+](=O)[O-])c2)s1 | 8%
C[C@@H]1CN([C@@H](C)CO)C(=O)CCCn2cc(nn2)CO[C@H]1CN(C)S(=O)(=O)c1ccc(Cl)cc1 | 3%
COCCNC(=O)c1ccc2nc(CCc3ccccc3)oc2c1 | 1%

Overlap with the part before: seven compounds; new compounds follow.
Molecule | aSyn tox rescue
O=C(CNc1n[nH]c(=O)[nH]c1=O)N/N=C/C=C/c1ccccc1 | -3%
CCCCSc1ncnc2[nH]ncc12 | -10%
CCCOc1ccc(NC(=O)CC2C(=O)N(Cc3ccccc3)C(=S)N2Cc2cccs2)cc1 (configuration not stated) | -25%
CCC(CC)c1nnc(NC(=O)C2=COCCO2)s1 | 3%
CCOCc1nnc(NC(=O)c2cc(C(=O)OC)cc([N+](=O)[O-])c2)s1 | 8%
C[C@@H]1CN([C@@H](C)CO)C(=O)CCCn2cc(nn2)CO[C@H]1CN(C)S(=O)(=O)c1ccc(Cl)cc1 | 3%
COCCNC(=O)c1ccc2nc(CCc3ccccc3)oc2c1 | 1%
Cc1ccc(OCCSc2nc3ccccc3n2CC(=O)N2CCOCC2)cc1 | 6%
COc1ccc(-c2c(-c3ccc(OCC(=O)NN)cc3O)n[nH]c2C)cc1OC | -1%
Cc1nn(S(=O)(=O)c2ccc(Cl)cc2)c(C)c1S(=O)(=O)N1CCCCCC1 | 0%
CCOC(=O)c1cnc2c(OC)cccc2c1N1CCN(c2ccccc2F)CC1 | 4%
CCOc1ccc(NC(=O)CSc2nc3c([nH]c4ccccc43)c(=O)n2-c2cc(C)cc(C)c2)cc1 | -3%
CCOc1ccc(C(=O)Nc2cccc(-c3nc4cccnc4s3)c2C)cc1OCC | -6%
CCCS(=O)(=O)c1c(S(=O)(=O)CCC)c2cc(C(C)(C)C)ccn2c1C(=O)c1ccc(C)cc1 | -14%
CN(C)c1nc(NC(C)(C)C)nc(NC(C)(C)C)n1 | -17%
COc1ccc(CCc2cc(OC)cc(=O)o2)cc1 | -1%
COc1ccc(C)cc1Nc1nc2c(S(=O)(=O)c3cccc(Cl)c3)nnn2c2ccsc12 | -1%
COc1ccc(-n2cc(C(=O)NCc3ccccc3)c3ccccc3c2=O)cc1 | 4%
CCCn1c(=N)c(C(=O)NCc2cccnc2)cc2c(=O)n3ccccc3nc21 | 4%
Cc1cc(CN(C)Cc2cn(C)nc2-c2ccc(Oc3ccccc3)cc2)on1 | 3%
CS(=O)(=O)N(CC(=O)NCCc1ccccc1)c1cc(C(F)(F)F)ccc1Cl | 3%
COc1cc(NC(=O)Cn2c(=O)nc(-c3ccccc3F)c3cc(Cl)ccc32)cc(OC)c1 | -5%
COc1cc(NC(=O)C2CCN(S(=O)(=O)c3c(C)noc3/C=C/c3cccs3)CC2)cc(OC)c1 | 1%
O=C(Nc1cccc(S(=O)(=O)N2CCOCC2)c1)c1cccc(S(=O)(=O)N2CCCC2)c1 | 5%
CCN(C(=O)C1CCN(c2nc(-c3ccc(OC)cc3)no2)CC1)c1ccc(OC)cc1 | 1%
Cc1cccc(NC(=O)c2oc3ccccc3c2NC(=O)c2cc(=O)c3ccccc3o2)c1 | -1%
CC(C)C1CC(CCNCc2ccc3c(c2)OCO3)(c2ccccc2)CCO1 (configuration not stated) | 10%
CC(C)Sc1cc(N2CCCC2)nc(-c2ccccc2Cl)n1 | 9%
Cc1nn(-c2ccc(F)cc2)c(-n2cccc2)c1C(=O)NCCCN1CCN(c2ccccc2F)CC1 | 6%
COc1cc2nc(SCC(=O)Nc3cccc(C)c3)n3nc(CCn4c(C)nc5ccccc54)nc3c2cc1OC | 3%
C=CCN1C(=O)c2ccc(C(=O)OCC(=O)Nc3ccc(S(N)(=O)=O)cc3)cc2C1=O | 0%
CCOC(=O)c1ccc(S(=O)(=O)N2CC(=O)Nc3ccccc32)cc1 | -2%
Cc1ccc(S(=O)(=O)N2C[C@H]3n4c(=O)ccc(=O)n4C[C@H](OC(=O)NCc4ccccc4)[C@@]3(O)C2)cc1 | -4%
COc1ccccc1CNc1nc2ccc(C)cc2n2nnnc12 | -2%
CCn1nc(C(=O)Nc2ccccc2N2CCCC2)c2ccccc2c1=O | 3%
COc1ccc(NC(=O)CSc2nnc(-c3ccncc3)n2-c2ccccc2)cc1 | -5%
CCOC(=O)/C(C#N)=C/c1cn(CCC(=O)O)nc1-c1ccc(OC)cc1 | 1%
COc1ccc(CCNCC(O)COc2ccc(OC)cc2C(C)(C)C)cc1 (configuration not stated) | -9%
COc1ccc(N(CC(=O)N2CCN(c3ccccc3)CC2)S(=O)(=O)c2c(C)nn(C)c2C)cc1 | 7%
CCN(CC)c1ccc(C(=O)NCc2ccc3c(c2)CCN3C(C)=O)cc1 | 2%
CCCCn1c(=O)c2oc3ccccc3c2n(CC(=O)Nc2ccccc2OC)c1=O | -9%
O=C(O)c1ccccc1NS(=O)(=O)c1cccc(N=Nc2c(O)[nH]c(=S)[nH]c2=O)c1 | -9%
Cc1cc(C)cc(NC(=O)C(=O)NCC(c2cccnc2)N2CCOCC2)c1 (configuration not stated) | -1%
Cc1cc(C)cc(NC(=O)COC(=O)COc2cccc3c2OC(C)(C)C3)c1 | 7%
CCOc1ccc(CNC(=O)c2ccc(-c3nc(CS(=O)(=O)c4ccccc4)c(C)o3)cc2)cc1 | -8%
Cn1c(SCc2ccc(Br)cc2)nnc1-c1ccccn1 | 9%
Cc1cc(Cl)ccc1OCC(=O)NNC(=O)C1CSC2(C)CCC(=O)N12 (configuration not stated) | 3%
Cc1cn2c(=O)cc(COC(=O)COc3ccc(F)cc3)nc2s1 | 2%
CCOC(=O)c1sc(NC(=O)COc2ccccc2Cl)c(C(=O)OCC)c1C | -8%
NNC(=O)c1[nH]c2ccccc2c1-c1ccccc1 | -16%
Cc1cc(-n2c(C)cc(C(=O)CSc3nncn3C(C)C)c2C)no1 | -1%
COc1ccc(C(=O)C(C)OC(=O)C2CC3CCCC(C2)C3=O)cc1 (configuration not stated) | 9%
COc1cc(C(=O)NCc2nnnn2-c2ccc(C)c(C)c2)cc(OC)c1OC | -4%
Cc1ccc(NC(=O)C(=O)C2C(=O)Nc3ccccc32)cc1 (configuration not stated) | 11%
CCCS(=O)(=O)N1CC(=O)N(c2cccc(Cl)c2C)C(C)(C(=O)NC2CCCC2)C1 (configuration not stated) | -13%
Cc1ccc(-c2nc(CCNC(=O)C(=O)Nc3ccc(C)c(C)c3)cs2)cc1 | 5%
COc1ccc(C(=O)CC(=O)C(=O)Nc2ccccc2Cl)cc1 | -5%
O=C(CCCCn1c(=O)c2ccccc2n(Cc2ccccc2Cl)c1=O)NCc1ccc2c(c1)OCO2 | 0%
CCCN(CCC)CCNC(=O)c1ccc2c(c1)NC(=O)C(CS(=O)(=O)Cc1cccc(Br)c1)N2 (configuration not stated) | -4%
CCOc1ccc(NC(=O)CN(C)C(=O)CN2C(=O)NC3(CCCC3)C2=O)cc1OCC | 6%
CC1(C)CC(=O)C=C(c2ccc(COC(=O)c3cccc(C(F)(F)F)c3)cc2)C1=O | 0%
COc1ccc(-c2onc(C)c2C)cc1S(=O)(=O)NCc1ccco1 | -11%
COc1ccccc1CNC(=O)c1ccc(Nc2nc3ccccc3n3nnnc23)cc1 | -1%
CC1C(=O)N(Cc2cn(CCC3OCCO3)nn2)CCS(=O)(=O)N1Cc1ccc(-c2ccc(Cl)cc2)cc1 (configuration not stated) | 28%
COc1ccc(NC(=O)c2coc(=O)c3ccccc23)cc1OC | -9%
Cc1[nH]c(=O)[nH]c(=O)c1S(=O)(=O)N1CCCCC1 | 2%
CCOC(=O)c1nc2ccc(C)cc2c2c1C1CC(c3c(Cl)cccc31)N2C(=O)OCc1ccccc1 (configuration not stated) | 12%

The last 2 entries of the section above lead into the next:
Molecule | aSyn tox rescue
Cc1[nH]c(=O)[nH]c(=O)c1S(=O)(=O)N1CCCCC1 | 2%
CCOC(=O)c1nc2ccc(C)cc2c2c1C1CC(c3c(Cl)cccc31)N2C(=O)OCc1ccccc1 (configuration not stated) | 12%
CCOc1ccc(CN(C)C(=O)c2cc3ccccc3o2)cc1OC | -1%
O=C(CSc1nc2c([nH]c3ccccc32)c(=O)n1-c1cccc(Cl)c1)NCC1CCCO1 (configuration not stated) | -1%
O=C(CCc1ccccc1)NNC(=O)COc1ccc(Br)cc1 | 1%
CCOc1ccc(NC(=O)c2c(C)oc3nc(C)nc(N4CCCC4)c23)cc1 | 0%
C[C@@H]1CCC[C@H](C)N1Cc1nc(Cc2ccccc2Cl)no1 | -13%
Cc1ccc(OC(=O)CSc2nnc(CNC(=O)c3ccccc3)o2)cc1 | -6%
Cc1noc2ncnc(Nc3ccc(F)cc3)c12 | 4%
Cc1ccc(NC(=O)Cn2nnc(-c3nc(-c4ccncc4)no3)c2N)cc1 | 5%
O=C(c1ccco1)N1CCN(C2CC(=O)N(c3ccc(F)c(Cl)c3)C2=O)CC1 (configuration not stated) | 14%
COc1ccc(NC(C)=O)cc1S(=O)(=O)NCc1ccc2c(c1)OCO2 | -3%
CC(=O)Nc1ccc(SCCCC(=O)c2ccccc2)cc1 | 6%
Cc1ccc(CCNC(=O)c2c3c(nc4ccccc24)C(=O)N(C2CCCCC2)C3)cc1 | -1%
CCC(=O)N1c2ccccc2CC1C(=O)NCCc1ccc(Cl)cc1 (configuration not stated) | -10%
COc1ccc(Cc2nc3ccc(C(=O)NCCCN4CCN(C)CC4)cc3o2)cc1 | -16%
CCOCCCNc1ncnc2onc(C)c12 | -9%
CCc1ccc(-n2c(=O)c3cccnc3n2CC(=O)NCc2ccccc2)cc1 | 5%
COc1ccc(CNc2nc3nc(C)c(Cl)c(C)n3n2)cc1 | 0%
COc1ccc(C(=O)Cn2c(NCCCO)nc3ccccc32)cc1OC | -15%
O=C(c1ccc(-c2ccccc2Cl)o1)N1CCCCCCC1 | -1%
CCN(CC)C(=O)C1=C(C)N(CCCOC)C(=O)C(CC(=O)NC2CCCC2)C1 (configuration not stated) | 2%
CC1(c2ccc(OC(F)F)cc2)NC(=O)N(CC(=O)Nc2cccc(F)c2)C1=O (configuration not stated) | -1%
Cc1c(NC(=O)CSc2nnc(-c3ccccc3F)o2)c(=O)n(-c2ccccc2)n1C | -2%
COc1cccc(NC(=O)CSC2=NN3CCCC(=O)N=C3S2)c1 | -4%
Cc1[nH]c2ccccc2c1C(c1ccccc1)c1cccs1 (configuration not stated) | -25%
CCOc1ccc(S(=O)(=O)c2c(C(=O)c3ccc(C)c(C)c3)cnc3ccccc23)cc1 | 9%
CCN1C(=O)[C@H]2[C@@H](c3ccc(OC)cc3)N[C@]3(CCCN(Cc4ccc(F)cc4)C3=O)[C@H]2C1=O | 9%
CCn1c(C)nc2cc(C(=O)NNC(=O)CCC3CCCCC3)ccc21 | -6%
COc1ccccc1NC(=O)Cn1c(=O)n(Cc2nc(C)no2)c(=O)c2cc3c(cc21)OCO3 | 3%
CC(C)CC1C(=O)N(Cc2cn(CCC3OCCO3)nn2)CCS(=O)(=O)N1Cc1ccc(-c2ccncc2)cc1 (configuration not stated) | -5%
CCN(CC)C(=O)Nc1ccc2c(c1)N(Cc1ccccc1)C(=O)c1ccccc1S2 | -7%
Cc1ccccc1NC(=O)CCn1c(=O)oc2ccccc21 | -6%
Cc1ccc(N=C2SC(C(=O)Nc3ccc(OC(F)(F)F)cc3)C(N)=C2C(=O)Nc2c(C)cc(C)cc2C)cc1 (configuration not stated) | 10%
O=C(CNC(=O)c1ccccc1Cl)OCc1cc(=O)n2ccsc2n1 | 7%
Cc1ccc(CNC(=O)c2ccc3c(c2)CCN3S(=O)(=O)c2ccc(Br)cc2)cc1 | -4%
Cc1cccc(NS(=O)(=O)c2ccc3c(c2)CCN3C(=O)C2CC2)c1C | 1%
COc1ccc(C(=O)Nc2nnc(SCc3cc(=O)n4cc(Cl)ccc4n3)s2)cc1 | 1%
Cc1cc(OC(C)C(=O)N2CCN(CCc3ccccn3)CC2)ccc1Cl (configuration not stated) | 2%
COc1ccc(OC)c2sc(NC(=O)c3ccc(S(=O)(=O)N4CCOCC4)cc3)nc12 | -5%
